Source: PubChem BioAssay
NR2E3 ag-1 = inhibitors of NR2E3-RetCOR corepressor binding, primary screen, NR2E3 agonist project, biochemical, TR-FRET, GST-NR2E3, biotin-RetCOR | 1536-well | inhibition of corepressor binding, % at 4.78 µM | actives 0.12% (n = 320,000) | AID 2300, 2010;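 active = percent inhibition above the cutoff of mean plus 3 SD of all tested compounds, set per screening campaign, cut at about 20% in these data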;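 note: 0% = DMSO wells and 100% = biotin wells as full block of FRET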
Target sequence (Q9Y5X4 whole entry, looked up): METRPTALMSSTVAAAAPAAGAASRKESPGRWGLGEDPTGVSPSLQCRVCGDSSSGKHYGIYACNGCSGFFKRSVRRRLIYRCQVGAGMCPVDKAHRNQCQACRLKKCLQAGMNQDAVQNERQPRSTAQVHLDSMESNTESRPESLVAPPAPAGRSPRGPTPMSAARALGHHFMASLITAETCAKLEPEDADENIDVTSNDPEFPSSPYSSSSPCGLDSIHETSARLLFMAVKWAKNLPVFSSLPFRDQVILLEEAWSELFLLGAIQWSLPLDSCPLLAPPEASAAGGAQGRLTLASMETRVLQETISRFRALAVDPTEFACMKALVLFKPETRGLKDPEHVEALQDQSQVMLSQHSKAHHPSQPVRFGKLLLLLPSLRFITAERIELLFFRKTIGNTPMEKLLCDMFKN
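Test system: GST-NR2E3 and biotin-RetCOR proteins | Quantity: 1.35 nM GST-tagged NR2E3 final | Medium: Tris pH 7.5 | Also added: 7 nM biotin-RetCOR | Dosing: Compound at 4.8 µM, single dose | Timing: 5 h at 4 °C | Detection: Time-resolved FRET | Read-out basis: Percent inhibition | Benchmarks: Biotin wells as high control, 0.6% DMSO wells as low control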
Shn3 inh set2 = reduction of Shn3 3'UTR firefly luciferase signal, primary screen, Schnurri-3 inhibitor project, cell-based, Clone20 osteoblasts, set 2 | Clone20 osteoblast Shn3 3'UTR firefly luciferase, 24 h | inhibition, % at 12.5 µM | actives 0.52% (n = 360,000) | AID 588674, 2011;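 active = mean inhibition of at least 75% with every replicate also reaching 75%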;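 note: 0% = median of neutral control wells and 100% = pilot-screen positive control compound; some compounds past the cut are filed as inactive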
TWEAK Fn14 block = inhibitors of TWEAK-Fn14 signaling, primary screen, luciferase reporter cells, uHTS | TWEAK-stimulated Fn14 reporter cells, luciferase luminescence, 8 h | inhibition, % at 10 µM | actives 2% (n = 360,000) | AID 1159606, 2016; in the data active = inhibition above about 50%
NR2E3 ag-2 = NR2E3 agonists in two-hybrid cells, primary screen, cell-based, luminescence, CHO-S, Gal4-NCOR/VP16-NR2E3 | Photoreceptor-specific nuclear receptor (Homo sapiens), Q9Y5X4 | luciferase | inhibition of corepressor binding, % at 3.98 µM | actives 0.35% (n = 360,000) | AID 602229, 2012;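 active = inhibition above the mean of all tested compounds plus 3 SD, cut at about 70% in these data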;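 note: 0% = DMSO with NR2E3 transfected cells and 100% = cells lacking NR2E3 construct; higher means lower luciferase signal from less NR2E3 corepressor binding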
CF NFkB block = inhibitors of PAF-induced NF-kB signaling, primary screen, cell-based, GFP fluorescence, uHTS; actives 0.86% (n = 360,000); KKLEB NF-kB-GFP reporter, GFP fluorescence overnight; inhibition, % at 5 µM; AID 588850, 2011;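 active = at least 50% inhibition at 5 µM, scaled per plate between neutral and stimulator controls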;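 note: PAF is a Pseudomonas aeruginosa culture filtrate used as stimulus; plate controls were PAF-stimulated DMSO wells for no effect and unstimulated DMSO wells for full effect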
TRAIL sens C8 = viability loss with TRAIL in NB7+C8 cells, primary screen, TRAIL sensitizer project, cell-based, ATPlite luminescence | actives 1% (n = 360,000) | AID 624354, 2012 | inhibition (viability loss, TRAIL sensitization), % at 10 µM;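 active = compounds causing at least 50% loss of cell viability in the single-dose screen, relative to plate controls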
TROY signal inh = inhibitors of TROY-driven NF-kB signaling, primary screen, Q293 LMP1-TROYcd cells, NF-kB luciferase, uHTS | Q293 LMP1-TROYcd NF-kB luciferase reporter, 4 h | AID 1347056, 2019 | inhibition, % at 10 µM | actives 0.98% (n = 360,000);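 active = compounds whose plate-normalised and pattern-corrected inhibition of the luciferase reporter signal at the single screening dose is 50% or more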
Peg3 prom inh = Peg3 promoter-driven luciferase inhibitors, primary screen, cell-based, HeLa, luciferase luminescence | HeLa PEG-Prom luciferase reporter, overnight | inhibition, % at 20 µM | actives 1.7% (n = 360,000) | AID 588405, 2011;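 active = inhibition of at least 50% at 20 µM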
MITF TRPM1 inh = inhibitors of MITF-dependent TRPM1 promoter reporter, primary screen, cell-based, SK-MEL-5, single point, luciferase | SK-MEL-5 TRPM1 promoter luciferase, 24 h | inhibition, % at 12.5 µM | actives 0.83% (n = 330,000);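 active = mean inhibition across replicates of 60% or more, whatever share of single replicates reaches that level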; note: values of inactives mirror those of a sister screen read the other way
KKLEB cytotox = cytotoxicity in KKLEB CF airway cells, primary screen, cytotoxicity control for CF NF-kB inhibitor project, cell-based, uHTS, fluorescence assay plates | KKLEB CF airway cells viability, ATPlite luminescence, overnight; hits give low values; cells stimulated with P. aeruginosa culture filtrate | activity change (cytotoxicity), % at 5 µM | actives 0.36% (n = 360,000) | AID 602141, 2011;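 active = corrected activity change at or below -50% at 5 µM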
HIF-2a block = HIF-2a reporter inhibitors, primary screen, luminescence, 786-0 RCC cells. 786-0 RCC cells HIF-2a reporter, luciferase luminescence, overnight. inhibition, % at 18.8 µM. actives 0.72% (n = 360,000);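 active = inhibition of the luminescence signal of 40% or more relative to plate controls, in a single-dose primary screen at 18.75 µM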
Numbers without * were called inactive; . = not tested or not shown; & = joins results of further samples. This is a subset (hit frequency here may not be typical).

1	NS(=O)(=O)c1ccc(CCNC(=O)c2cc3ccccc3s2)cc1
2	CC(=O)N1CCN(c2ccc(NCc3ccc(Br)o3)cc2)CC1
3	CCOC(=O)c1sc(N(C)C(C)=O)nc1C
4	O=C(COc1ccccc1)Nc1ccc2oc(=O)ccc2c1
5	O=C(NCc1ccccn1)c1nn(-c2ccccc2)c(=O)c2ccccc12
6	NNC(=O)c1csc(-c2ncc(C(F)(F)F)cc2Cl)n1
7	COc1ccc(Cl)cc1CC1(C)C(=O)Nc2ccc(-c3ccccc3OC)cc21 (stereo not drawn)
8	O=Nc1c(O)n(Cc2c(Cl)cccc2Cl)c2ccccc12

compound no. | 1 | 2 | 3 | 4 | 5 | 6 | 7 | 8
NR2E3 ag-1 | -1 | 0 | 1 | 2 | -3 | -3 | . | -1
Shn3 inh set2 | 10 | 1 | 1 | -5 | -3 | 0 | 32 | 26
TWEAK Fn14 block | 6 | -11 | -9 | -7 | 14 | -12 | 30 | 31
NR2E3 ag-2 | 7 | 1 | -24 | -24 | -24 | -13 | -20 | -47
CF NFkB block | -8 | 14 | 11 | -28 | 1 | 6 | 17 | 56*
TRAIL sens C8 | -12 | -8 | -6 | 4 | -10 | -14 | -5 | -7
TROY signal inh | -7 | -14 | -13 | -17 | 3 | -14 | 12 | 42
Peg3 prom inh | 1 | -23 | -12 | -72 | 15 | 3 | 18 | 39
MITF TRPM1 inh | -1 | 1 | 0 | -28 | -3 | . | . | 4
KKLEB cytotox | -3 | -14 | 1 | 8 | -8 | 1 | 3 | -24
HIF-2a block | -2 | -13 | 0 | -39 | 19 | -3 | -2 | 25

The last 3 records of the part above come first, to join the parts.
6	NNC(=O)c1csc(-c2ncc(C(F)(F)F)cc2Cl)n1
7	COc1ccc(Cl)cc1CC1(C)C(=O)Nc2ccc(-c3ccccc3OC)cc21 (stereo not drawn)
8	O=Nc1c(O)n(Cc2c(Cl)cccc2Cl)c2ccccc12
9	CCOC(=O)[C@@H]1[C@H]2COc3ccccc3[C@@H]2N2C(=O)N(c3ccc(C)cc3)C(=O)[C@]12C
10	CN1CCN(CCCNC(=O)c2cc3c(=O)n(C)c4ccccc4c3s2)CC1
11	CC1CCCCC1NS(=O)(=O)c1ccc(-n2cnnn2)cc1 (stereo not drawn)
12	Cn1c(Cc2ccccc2)nnc1SCC(=O)N1CCN(c2ccccc2)CC1
13	C=CCn1cnc2c(oc3ccccc32)c1=O
14	CCn1c(SCC(=O)Nc2nc(C)c(C)s2)nnc1-c1cccnc1
15	CCCCCC(=O)NC(=S)Nc1ccc2oc(=O)ccc2c1
16	[O-][n+]1c2ccccc2c2n1CCCN=C2c1ccc(Cl)cc1

compound no. | 6 | 7 | 8 | 9 | 10 | 11 | 12 | 13 | 14 | 15 | 16
NR2E3 ag-1 | -3 | . | -1 | 1 | 2 | 0 | 3 | . | 2 | 3 | 4
Shn3 inh set2 | 0 | 32 | 26 | -1 | -19 | 5 | -3 | -38 | 54 | 1 | -18
TWEAK Fn14 block | -12 | 30 | 31 | 4 | -20 | 1 | -18 | 0 | 2 | -1 | -17
NR2E3 ag-2 | -13 | -20 | -47 | 1 | -3 | -9 | -3 | -55 | 12 | -9 | -37
CF NFkB block | 6 | 17 | 56* | -9 | -31 | 11 | -4 | -5 | 10 | -15 | -29
TRAIL sens C8 | -14 | -5 | -7 | -2 | -6 | -2 | -17 | -8 | -5 | -4 | -1
TROY signal inh | -14 | 12 | 42 | 5 | -35 | -10 | -23 | -23 | -14 | -6 | -61
Peg3 prom inh | 3 | 18 | 39 | 6 | -26 | 10 | 19 | -64 | 3 | -9 | -170
MITF TRPM1 inh | . | . | 4 | -8 | 12 | 2 | 2 | -6 | 6 | 0 | -13
KKLEB cytotox | 1 | 3 | -24 | 11 | -7 | -6 | -3 | 1 | -11 | -11 | -10
HIF-2a block | -3 | -2 | 25 | 8 | -22 | 16 | 4 | -124 | 2 | -26 | -164

17	O=C(Nc1ccc2c(c1)CCC2)Nc1ccccc1F
18	CC(C)CCNC(=O)CCc1nnc2n(CCCOC(C)C)c(=O)c3ccccc3n12
19	O=C(N/N=C/c1ccc2c(c1)OCO2)c1cc(-c2ccco2)nc2ccccc12
20	COc1cc(OC)cc(-c2c(C#Cc3ccsc3)c3cc(-c4ccc5c(c4)OCCO5)ccc3n2C)c1
21	COc1ccc(CNc2ncccn2)cc1OC
22	Cc1ccc(C)c2[nH]c(=O)c(C(c3nnnn3C3CCCC3)N3CCOCC3)cc12 (stereo not drawn)
23	Cc1noc(C)c1COc1ccccc1C(=O)N1CCN(S(=O)(=O)c2ccccc2Br)CC1
24	Cc1ccc2cccc(S(=O)(=O)N3CCCc4ccccc43)c2n1

compound no. | 17 | 18 | 19 | 20 | 21 | 22 | 23 | 24
NR2E3 ag-1 | -1 | -1 | . | -1 | -1 | -3 | . | 4
Shn3 inh set2 | -46 | 7 | -4 | 7 | -5 | 9 | 2 | 16
TWEAK Fn14 block | 11 | 9 | 5 | -27 | 1 | 5 | -4 | 26
NR2E3 ag-2 | -164 | -19 | -20 | -31 | -12 | -16 | 26 | -15
CF NFkB block | 36 | -14 | -26 | -18 | 8 | -4 | -7 | -12
TRAIL sens C8 | 43 | -13 | 16 | -5 | -12 | 12 | 7 | 22
TROY signal inh | -9 | 1 | 5 | -19 | -8 | 5 | -1 | 24
Peg3 prom inh | -349 | 15 | -39 | -8 | -2 | 11 | 11 | 27
MITF TRPM1 inh | -104 | -2 | 15 | 7 | 1 | -10 | . | 2
KKLEB cytotox | -12 | 5 | -17 | -6 | -4 | -2 | -6 | 7
HIF-2a block | -221 | 5 | -18 | 12 | 3 | 8 | 23 | 23

Entries from the list above that have two or more sulfur atoms:
1	NS(=O)(=O)c1ccc(CCNC(=O)c2cc3ccccc3s2)cc1
14	CCn1c(SCC(=O)Nc2nc(C)c(C)s2)nnc1-c1cccnc1

compound no. | 1 | 14
NR2E3 ag-1 | -1 | 2
Shn3 inh set2 | 10 | 54
TWEAK Fn14 block | 6 | 2
NR2E3 ag-2 | 7 | 12
CF NFkB block | -8 | 10
TRAIL sens C8 | -12 | -5
TROY signal inh | -7 | -14
Peg3 prom inh | 1 | 3
MITF TRPM1 inh | -1 | 6
KKLEB cytotox | -3 | -11
HIF-2a block | -2 | 2

(further entries)
25	C=C(C)/C=N/NC(=S)Nc1ccc(S(=O)(=O)N2CCOCC2)cc1
26	CC(C)CCNC(=O)C(c1ccc(O)cc1)N(C(=O)C1COc2ccccc2O1)c1cccc(O)c1 (stereo not drawn)
27	Cc1noc(C)c1C(=O)OCC(=O)N1CCN(S(=O)(=O)c2ccc3ccccc3c2)CC1
28	COc1ccc(CCC(=O)OCC(=O)N2CCN(S(=O)(=O)c3ccc(C)cc3C)CC2)cc1
29	CCC1CCC2(CC1)NC(=O)N(CC(=O)NCc1ccc(Cl)cc1)C2=O (stereo not drawn)
30	CC(C)c1cc(N2CCC(=O)NC2=O)cc(C(=O)O)c1O
31	C=CCN(c1ccccc1)S(=O)(=O)c1cccc2cccnc12
32	Cc1ccc(NC(=O)NC(=O)COc2c(F)c(F)cc(F)c2F)c(C)c1

compound no. | 25 | 26 | 27 | 28 | 29 | 30 | 31 | 32
NR2E3 ag-1 | -2 | 8 | 4 | 1 | . | 2 | 0 | .
Shn3 inh set2 | 1 | 3 | 13 | -1 | 1 | -3 | -4 | -12
TWEAK Fn14 block | -1 | 2 | -13 | -1 | -4 | 6 | 16 | -3
NR2E3 ag-2 | -5 | -33 | -19 | 2 | 22 | -13 | -1 | -17
CF NFkB block | 19 | 14 | 6 | 22 | 5 | 0 | -5 | 26
TRAIL sens C8 | 1 | -10 | -13 | 4 | 4 | 4 | 24 | -7
TROY signal inh | -5 | 11 | -2 | 19 | -1 | 2 | -9 | -2
Peg3 prom inh | 11 | 22 | 12 | 8 | 12 | 3 | 20 | 8
MITF TRPM1 inh | 5 | 8 | -4 | -11 | -4 | 2 | -3 | 7
KKLEB cytotox | -4 | -4 | -3 | -3 | -10 | 2 | -2 | -2
HIF-2a block | 9 | 26 | 5 | 1 | 14 | 10 | 3 | -19

33	COc1ccc(C(CNC(=O)COc2ccccc2C#N)N2CCOCC2)cc1 (stereo not drawn)
34	Cc1cccn2c(=O)c3cc(C(=O)NCCN4CCOCC4)n(C)c3nc12
35	COc1cc2[nH]c3c(=O)n4c(nc3c2cc1OC)SCCC4
36	Cn1nc(C(C)(C)C)c([N+](=O)[O-])c1C(=O)NC1CCCCC1
37	O=C(c1ccc(Cl)c(Cl)c1)N1CCC(=O)N(C(COCc2cccc(Cl)c2)Cc2ccccc2)CC1 (stereo not drawn)
38	Clc1ccc2nc(CN3CCCc4ccccc43)cn2c1
39	O=C(CN1CCCC1)Nc1c2c(cc3c1CCC3)CCC2
40	O=C1CCN(Cc2ccc(O)cc2)CCN1CCO
41	O=C(Oc1ccc2c(c1)OCC2=O)c1ccc(Cl)cc1
42	NC(=O)N1CCN(CCCN2c3ccccc3Sc3cc(Cl)ccc32)CC1
43	O=C(NCc1ccccc1)C1CC(=O)N(C2CCCCC2)C1 (stereo not drawn)

compound no. | 33 | 34 | 35 | 36 | 37 | 38 | 39 | 40 | 41 | 42 | 43
NR2E3 ag-1 | -1 | 6 | -2 | 0 | 2 | 5 | 2 | 0 | 1 | . | 1
Shn3 inh set2 | 7 | 9 | -41 | 1 | 32 | -3 | -107 | 6 | 1 | -25 | 7
TWEAK Fn14 block | 0 | -12 | -6 | -6 | -1 | 21 | -2 | -15&15 | -6 | -2 | 2
NR2E3 ag-2 | -30 | -11 | -58 | 9 | -3 | -10 | 3 | 15&12 | 2 | 22 | 12
CF NFkB block | 3 | -7 | -12 | 16 | -7 | -10 | -5 | -12 | -5 | -14 | -49
TRAIL sens C8 | -16 | 2 | 10 | -2 | 21 | -28 | -10 | 0&-2 | 9 | 11 | 1
TROY signal inh | 9 | 6 | 14 | -12 | 10 | 21 | -15 | -28&6 | 18 | 8 | 1
Peg3 prom inh | -1 | -3 | -54 | 14 | 26 | -32 | 11 | -7 | 1 | 15 | 21
MITF TRPM1 inh | 13 | -18 | -11 | 0 | 9 | 6 | -2 | -9 | 3 | . | 4
KKLEB cytotox | -3 | 10 | -11 | -12 | -4 | 3 | 3 | -7 | 5 | 1 | 13
HIF-2a block | 8 | 0 | -143 | 5 | -51 | -78 | 11 | -5&3 | 18 | 8 | 32
